HepG2 viability – kills HepG2 cells in TGF-b inhibitor counter-screen; Potency, µM (top dose mostly 46.1 µM), for the others: top-dose activity change, negative = cytotoxicity, hits mostly cytotoxic; 0.76% of 410,000 active; HepG2 CAGA-GFP viability, ATP luminescence, 18 h; also: potency is read from the fitted curve at half-maximal effect; some results filed as inactive show a strong effect at the top dose
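HepG2 CAGA-GFP cells (1000/well, DMEM with 1% FBS) received compound, then TGF-beta at 500 pg/mL final, and were incubated 18 hours at 37 degrees C. Viability was read by CellTiter-Glo luminescence. Media-only wells were set as complete cell-killing and DMSO as no toxicity.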
Akt phos inh – inhibitors of Akt phosphorylation. Neuro2A IGF-stimulated pAkt S473 HTRF, 20 min; hits give low values. 0.32% of 360,000 active. activity change, % for hits at 50 µM; in the data active = activity change below about -80%; inconclusive = mostly about -51% to -80%; also: % is scaled to controls: 0 for no effect and ±100 for the full control effect
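Single-point screen (50 µM final compound) in Neuro2A cells stimulated 20 min with 6 nM IGF at 37 deg C. After lysis, Ser473-phosphorylated Akt read by HTRF (ex 330 nm, em 615/665 nm) as the 665/615 ratio.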
Nrf2 ARE act – activators of Nrf2 (ARE) signaling; AREc32 ARE-luciferase reporter (MCF7-derived line), luminescence, 24 h; Potency, µM (top dose mostly 46.1 µM), without a hit: top-dose activation, hits mostly activators; 0.31% of 410,000 active; also: potency is read from the fitted curve at half-maximal effect; % of control where 0% means no effect; nearly all actives have a fitted effect of over 65% in size
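Quantitative high-throughput format: AREc32 reporter cells, 1000 per well, received compound by pin transfer and were incubated 24 hr at 37 deg C, 5% CO2, before Steady-Glo luminescence detection.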
CCT modulator – cytosolic chaperonin activity modulation. activity change, % (no concentration beside the values), hits read low. AID 651819. 0.3% of 360,000 active. purified chaperonin ATPase assay, HTRF ADP detection, 30 min; in the data active = activity change below about -30%; also: % is scaled to controls: 0 for no effect and ±100 for the full control effect
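We incubate TRiC, 40 or 20 nM final, with library compounds at 76 uM and 10 uM ATP for 30 min at 37 °C. ADP formed is detected with Transcreener HTRF reagents after 30 min at room temperature.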
ATXN viability – reduces viability in counter-screen for ATXN expression inhibitors; S2 cells (HEK-293 line with an ATXN2-luciferase reporter) viability, CellTiter-Fluor protease fluorescence, 24 h; Potency, µM (series often up to 56.7 µM), most hits filed as cytotoxic; 0.49% of 400,000 active; AID 651635; also: potency is read from the fitted curve at half-maximal effect; nearly all actives have a fitted effect of over 40% in size
Nrf2 block – Nrf2 pathway inhibition | Potency, µM (doses to about 46 µM), for the others: top-dose activity change, negative = inhibition, hits mostly inhibitors | 2.1% of 360,000 active | A549 ARE-Fluc reporter, luciferase luminescence, 18-24 h | AID 504444; also: potency is read from the fitted curve at half-maximal effect; % is scaled to controls: 0 for no effect and ±100 for the full control effect; nearly all actives have a fitted effect of over 60% in size
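Quantitative HTS in A549 cells stably bearing an antioxidant response element-firefly luciferase construct. Inhibition of Nrf2-driven transcription was scored by luminescence after 18-24 h of compound exposure at 37 °C.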
Mm-Cpn inhibitor – M. maripaludis TRiC chaperonin inhibition. purified Mm-Cpn ATPase, ADP Transcreener TR-FRET. Potency, µM (highest dose often 76.9 µM), for inactives: top-dose activity, negative = inhibition, most hits filed as inhibitors. 0.031% of 330,000 active. AID 504842; also: potency is read from the fitted curve at half-maximal effect; % is scaled to controls: 0 for no effect and ±100 for the full control effect; nearly all actives have a fitted effect of over 80% in size
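Compound-treated chaperonin, 25 nM final, turns over 10 uM ATP at 37°C for 30 min following a 10 min preincubation; ADP generated competes with ADP-d2 for Eu-cryptate antibody, lowering FRET.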
A549 tox – kills or reduces viability of A549 cells in Nrf2 counter-screen | A549 ARE-Fluc cells, CellTiter-Fluor viability, 18-24 h | Potency, µM (titrated, usually from 46 µM), without a hit: at the top dose activity change, negative = cytotoxicity, most hits filed as inhibitors | 0.16% of 390,000 active; also: potency is read from the fitted curve at half-maximal effect; % is scaled to controls: 0 for no effect and ±100 for the full control effect
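A549 ARE_Fluc cells in 5% FBS OPTI-MEM were exposed to compounds in concentration-response for 18-24 h at 37 deg C. Viability was read by CellTiter-Fluor fluorescence (Ex 405/Em 525) after 30 min, before the luciferase read.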
TGFb SMAD3 inh – inhibitors of TGF-b signaling; HepG2 CAGA-GFP TGF-b/SMAD3 reporter, GFP fluorescence, 18 h; TGF-beta stimulated, 500 pg/mL final; Potency, µM (doses to about 46.1 µM), without a hit: at the highest dose activity, negative = inhibition, hits mostly inhibitors; 1.2% of 410,000 active; AID 588855; also: potency is read from the fitted curve at half-maximal effect; % is scaled to controls: 0 for no effect and ±100 for the full control effect; nearly all actives have a fitted effect of over 65% in size
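Smad-responsive CAGA-GFP expression was quantified in HEPG2 cells exposed to compounds and 500 pg/mL final TGF-beta for 18 h at 37 degrees C; unstimulated wells defined full inhibition.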
The depositor's hits bear a star. Unless noted, calls follow the shape of the dose curve; as a rule, active = well fitted curve in the direction sought with a large enough effect; inconclusive = small, poorly fitted or top-dose-only effect, or another doubt; inactive = no such curve, though single readings can be large; an effect the other way counts as inactive or inconclusive.

For O=C(CNC(=S)N(Cc1ccccc1Cl)C1CCCC1)NCCCN1CCOCC1 the results were HepG2 viability 1%, Akt phos inh inactive, Nrf2 ARE act -0.1%, CCT modulator 1.0, ATXN viability inactive, Nrf2 block -4%, Mm-Cpn inhibitor 2%, A549 tox -4% and TGFb SMAD3 inh -6%.
Screening CCN(CC)S(=O)(=O)c1ccc(OC)c(NC(=O)Cc2cccs2)c1 returned HepG2 viability -8%, Akt phos inh inactive, Nrf2 ARE act 0.6%, CCT modulator 0.5, ATXN viability inactive, Nrf2 block 5%, Mm-Cpn inhibitor -5%, A549 tox 3% and TGFb SMAD3 inh -3%.
For Cc1nc2ccc(C(=O)N3CCCC(CO)(Cc4ccc(F)cc4F)C3)cc2nc1C (configuration not stated) the results were HepG2 viability -31%, Akt phos inh inactive, Nrf2 ARE act 0.1%, CCT modulator 2.1, ATXN viability inactive, Nrf2 block 0%, Mm-Cpn inhibitor 1%, A549 tox -3% and TGFb SMAD3 inh inconclusive.
O=C(c1ccc(Cl)c([N+](=O)[O-])c1)N(Cc1ccc(Cl)cc1)C1CCS(=O)(=O)C1 (configuration not stated) was read as HepG2 viability -18%, Akt phos inh inactive, Nrf2 ARE act 16%, CCT modulator -3.7, ATXN viability inactive, Nrf2 block 44%, Mm-Cpn inhibitor -1%, A549 tox 5% and TGFb SMAD3 inh inconclusive.
For C=CCN=c1sc(C(=O)OC)cc(=O)n1CC=C the results were HepG2 viability -11%, Nrf2 ARE act 6.3%, CCT modulator -2.1, ATXN viability inactive, Mm-Cpn inhibitor 0%, A549 tox 10% and TGFb SMAD3 inh -15%.
Cc1[nH]c(=O)[nH]c(=O)c1S(=O)(=O)N1CCC(C(=O)N2CCN(Cc3ccccc3)CC2)CC1 was read as HepG2 viability 20%, Akt phos inh inactive, Nrf2 ARE act 0.3%, CCT modulator 1.0, ATXN viability inactive, Mm-Cpn inhibitor -2%, A549 tox -3% and TGFb SMAD3 inh 0%.
For CC(=O)n1nc(-c2ccccc2)cc1-c1ccccc1 the results were HepG2 viability -11%, Akt phos inh inactive, Nrf2 ARE act inconclusive, CCT modulator 2.0, ATXN viability inactive, Nrf2 block inconclusive, A549 tox -1% and TGFb SMAD3 inh 6%.
Screening CC1CCCN(C(=O)c2cc3c(Cl)nc4ccccc4c3s2)C1 (configuration not stated) returned HepG2 viability 2%, Nrf2 ARE act -0.6%, ATXN viability inactive, Nrf2 block 9%, A549 tox -7% and TGFb SMAD3 inh -1%.
`COc1ccc(-c2nc3cc(NC(=O)CSc4ccc(C)cc4)ccc3o2)cc1` gave HepG2 viability -43%, Nrf2 ARE act -1.2%, ATXN viability inconclusive, Nrf2 block 2%, A549 tox -20% and TGFb SMAD3 inh inconclusive.
Screening c1ccc(COc2ccc(OCCN3CCCCC3)cc2)cc1 returned HepG2 viability -24%, Akt phos inh inactive, Nrf2 ARE act 2.2%, CCT modulator 1.0, ATXN viability inactive, Nrf2 block 9%, Mm-Cpn inhibitor -1%, A549 tox -29% and TGFb SMAD3 inh 11%.
O=C(COc1ccccc1F)Nc1ccc(C(=O)OCc2cc(=O)n3nc(C4CC4)sc3n2)cc1 was read as HepG2 viability 4%, Nrf2 ARE act 0.7%, ATXN viability inactive, A549 tox 0% and TGFb SMAD3 inh 10%.
For Cc1ccc(NC(=O)CSc2nnc(-c3cc4occc4n3C)n2-c2ccccc2C)c(C)c1 the results were HepG2 viability -15%, Nrf2 ARE act 3.4%, Nrf2 block inconclusive, A549 tox -19% and TGFb SMAD3 inh -4%.
`Cn1c(C(=O)N2CCC(C(=O)N3CCN(c4ccccc4)CC3)CC2)cc2sccc21` gave HepG2 viability -16%, Nrf2 ARE act 3.0%, Nrf2 block -1%, A549 tox 0% and TGFb SMAD3 inh inconclusive.
O=C1/C(=C/c2cccs2)COc2ccccc21 was read as HepG2 viability -35%, Akt phos inh inactive, Nrf2 ARE act inconclusive, CCT modulator -2.0, ATXN viability inactive, Nrf2 block 34%, Mm-Cpn inhibitor 1%, A549 tox 0% and TGFb SMAD3 inh inconclusive.
Screening C=CCN1C(=O)C(CC(=O)NCC)SC1=Nc1ccccc1CC (configuration not stated) returned HepG2 viability 4%, Akt phos inh inactive, Nrf2 ARE act -0.2%, CCT modulator -0.4, ATXN viability inactive, Nrf2 block -10%, Mm-Cpn inhibitor 0%, A549 tox 2% and TGFb SMAD3 inh 2%.

2 entries drawn at random from those above:
Screening C=CCN1C(=O)C(CC(=O)NCC)SC1=Nc1ccccc1CC (configuration not stated) returned HepG2 viability 4%, Akt phos inh inactive, Nrf2 ARE act -0.2%, CCT modulator -0.4, ATXN viability inactive, Nrf2 block -10%, Mm-Cpn inhibitor 0%, A549 tox 2% and TGFb SMAD3 inh 2%.
For Cc1nc2ccc(C(=O)N3CCCC(CO)(Cc4ccc(F)cc4F)C3)cc2nc1C (configuration not stated) the results were HepG2 viability -31%, Akt phos inh inactive, Nrf2 ARE act 0.1%, CCT modulator 2.1, ATXN viability inactive, Nrf2 block 0%, Mm-Cpn inhibitor 1%, A549 tox -3% and TGFb SMAD3 inh inconclusive.

Other results:
Screening CCOC(=O)c1c(S(=O)(=O)NCC(=O)Nc2cccc(C)c2C)c(C)n(C)c1C returned HepG2 viability 16%, Akt phos inh inactive, Nrf2 ARE act -0.3%, CCT modulator 1.9, ATXN viability inactive, Nrf2 block -4%, Mm-Cpn inhibitor -13%, A549 tox 4% and TGFb SMAD3 inh 18%.
`COc1ccc(O)c(C(=O)c2cnc3c(c2)CN(C)C(=O)N3)c1` gave HepG2 viability -10%, Akt phos inh inactive, Nrf2 ARE act 0.3%, CCT modulator -2.6, ATXN viability inactive, Nrf2 block -21%, Mm-Cpn inhibitor -1%, A549 tox 0% and TGFb SMAD3 inh -11%.
Screening O=C(NNC1CC(=O)N(c2cccc(Cl)c2)C1=O)c1cccs1 (configuration not stated) returned HepG2 viability 22%, Akt phos inh inactive, Nrf2 ARE act 3.8%, CCT modulator -1.7, ATXN viability inactive, Nrf2 block 2%, Mm-Cpn inhibitor -2%, A549 tox 0% and TGFb SMAD3 inh 13%.
For N#Cc1ccc(OCc2noc(-c3ccsc3)n2)cc1 the results were HepG2 viability -6%, Akt phos inh inactive, Nrf2 ARE act 0.7%, CCT modulator -2.4, ATXN viability inactive, Nrf2 block -3%, Mm-Cpn inhibitor -5%, A549 tox -4% and TGFb SMAD3 inh 1%.
For CCc1cc(=O)oc2cc(O[C@@H]3O[C@H](CO)[C@@H](O)[C@H](O)[C@H]3O)c(Cl)cc12 the results were HepG2 viability 8%, Akt phos inh inactive, Nrf2 ARE act -0.5%, CCT modulator -0.2, Nrf2 block -2%, Mm-Cpn inhibitor 0%, A549 tox 0% and TGFb SMAD3 inh -4%.
`C#CC[N+](C)(C)CCCCCCCCC` gave HepG2 viability -48%, Akt phos inh inactive, Nrf2 ARE act -0.7%, CCT modulator -17, ATXN viability inactive, Nrf2 block inconclusive, Mm-Cpn inhibitor 1%, A549 tox -19% and TGFb SMAD3 inh -29%.
Screening Cc1ccc(Nc2nc(N)nc(CSc3nccn3C)n2)c(C)c1 returned HepG2 viability -9%, Akt phos inh inactive, Nrf2 ARE act 2.0%, CCT modulator -1.3, ATXN viability inactive, Mm-Cpn inhibitor -2%, A549 tox 6% and TGFb SMAD3 inh 0%.
`CCOc1ccc(NC(=O)C2CC(=O)N(CC)C(=Nc3ccc4c(c3)OCO4)S2)cc1` (configuration not stated) gave HepG2 viability 4%, Akt phos inh inactive, Nrf2 ARE act 0.1%, CCT modulator -1.9, ATXN viability inactive, Nrf2 block inconclusive, Mm-Cpn inhibitor 0%, A549 tox -3% and TGFb SMAD3 inh -22%.
`CCOC(=O)c1ccccc1NC(=O)COC` gave HepG2 viability 0%, Akt phos inh inactive, Nrf2 ARE act 0.6%, CCT modulator 2.3, ATXN viability inactive, Nrf2 block 3%, Mm-Cpn inhibitor 0%, A549 tox -2% and TGFb SMAD3 inh 11%.
For COc1ccc(-c2nnc(SCC(=O)NC3CC3)o2)cc1 the results were HepG2 viability -43%, Akt phos inh inactive, Nrf2 ARE act 2.9%, CCT modulator -0.2, ATXN viability inactive, Nrf2 block 14%, Mm-Cpn inhibitor 2%, A549 tox 0% and TGFb SMAD3 inh 10%.
For CCOc1ccc(OCC)c(NC(=O)C(NS(=O)(=O)c2cccs2)c2ccccc2)c1 (configuration not stated) the results were HepG2 viability -36%, Nrf2 ARE act 0.4%, ATXN viability inactive, Nrf2 block inconclusive, A549 tox 2% and TGFb SMAD3 inh -16%.
Screening CN1OC[C@@H]2CN(Cc3ccccc3)[C@H](c3cccc(-c4ccccc4)c3)C[C@@H]21 returned HepG2 viability -49%, Akt phos inh inactive, Nrf2 ARE act -1.2%, CCT modulator 1.5, ATXN viability inconclusive and TGFb SMAD3 inh inconclusive.
Cn1c2ccccc2c2c(=O)oc3ccccc3c21 was read as HepG2 viability 2%, Akt phos inh inactive, Nrf2 ARE act 4.7%, CCT modulator -0.9, ATXN viability inactive, Nrf2 block 12%, Mm-Cpn inhibitor 1%, A549 tox 3% and TGFb SMAD3 inh 6%.
Screening CCCN(CCC)C1=CC(=[N+]2CCCC2)CC(C)(C)C1 returned HepG2 viability -32%, Akt phos inh inactive, Nrf2 ARE act 2.3%, CCT modulator 0.2, ATXN viability inconclusive, Nrf2 block 2.1µM*, Mm-Cpn inhibitor 1%, A549 tox -17% and TGFb SMAD3 inh inconclusive.
CCCCn1cnc2c(Sc3c([N+](=O)[O-])ncn3C)nc(N)nc21 was read as HepG2 viability -17%, Akt phos inh inactive, Nrf2 ARE act 6.5%, CCT modulator 0.0, ATXN viability inactive, Nrf2 block -19%, A549 tox -19% and TGFb SMAD3 inh -7%.

Screening data: PubChem BioAssay, National Center for Advancing Translational Sciences (NCATS)
